AmpC detergent – inhibitors of E. coli AmpC beta-lactamase with detergent. AmpC hydrolysis of nitrocefin, absorbance 480 nm, 0.01% Triton. Potency, µM (highest dose often 114 µM), for the others: top-dose activity change, negative = inhibition, usual class: inhibitors. hit rate 0.041% among 370,000;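 also: potency is read from the fitted curve at half-maximal effect; 0% = no-compound wells and -100% = no-enzyme wells; nearly all actives have a fitted effect of over 25% in size; some results filed as inactive show a strong effect at the top dose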
Target sequence (P00811 whole entry, looked up): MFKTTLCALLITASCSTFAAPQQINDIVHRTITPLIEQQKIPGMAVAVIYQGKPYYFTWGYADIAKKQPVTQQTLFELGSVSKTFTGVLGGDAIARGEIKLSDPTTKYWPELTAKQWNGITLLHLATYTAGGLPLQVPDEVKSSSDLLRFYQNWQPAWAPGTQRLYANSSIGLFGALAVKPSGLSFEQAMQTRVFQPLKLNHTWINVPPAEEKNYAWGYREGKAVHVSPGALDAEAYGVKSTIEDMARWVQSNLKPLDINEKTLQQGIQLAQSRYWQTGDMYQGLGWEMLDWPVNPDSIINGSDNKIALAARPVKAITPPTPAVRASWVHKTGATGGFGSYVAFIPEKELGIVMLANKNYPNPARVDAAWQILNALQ
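20 mM phosphate pH 7.0 + 0.01% (detergent screen) or 0.0001% Triton X-100; 5.3 nM AmpC reagent; cpd preinc 15 min RT; nitrocefin (800 uM stock) to start; A480 q20 s × 4 min; Activity was normalised to no-enzyme and no-compound control wells.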
HCMV antiviral – blocks human cytomegalovirus replication; HFF cells, HCMV-luciferase reporter, 72 h; stronger effect = lower value; AID 1259415; hit rate 4.5% among 410,000; activity change, negative = inhibition, % at 57.5 µM; in the data active = activity change below about -60%; inconclusive = no clear call, values can overlap the other calls; inactive = above about -39%
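Luciferase read-out from HCMV-luciferase-infected HFFs (MOI 1 PFU/cell) 72 h post infection at 37C; compounds added after 16 h cell attachment; activity normalized between buffer-only basal and Salinomycin (10uM) inhibitor controls.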
AMA1 RON2 block – disrupts binding of P. falciparum AMA1 to RON2; AlphaScreen AMA1-biotinylated RON2 peptide binding; Potency, µM (titrated, usually from 58.2 µM), for the others: at the highest dose activity change, negative = inhibition, most hits filed as inhibitors; hit rate 0.2% among 360,000;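 also: potency is read from the fitted curve at half-maximal effect; 0% = vehicle wells and -100% = peptide control; nearly all actives have a fitted effect of over 45% in size; some results filed as inactive show a strong effect at the top dose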
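AMA1 (3D7) with his tag at 25 nM final met compounds first, then biotinylated RON2 peptide at 25 nM; detection used donor plus acceptor beads, 10 µg/mL apiece, read by AlphaScreen after 30 min at room temperature.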
LmPK inhibitor – inhibitors of Leishmania mexicana pyruvate kinase; Q27686; purified LmPK, Kinase-Glo ATP luminescence, 1 h; Potency, µM (top dose mostly 57.5 µM), without a hit: at the highest dose activity change, negative = inhibition, most hits filed as inhibitors; hit rate 0.37% among 290,000; also: potency is read from the fitted curve at half-maximal effect
Target sequence (Q27686 whole entry, looked up): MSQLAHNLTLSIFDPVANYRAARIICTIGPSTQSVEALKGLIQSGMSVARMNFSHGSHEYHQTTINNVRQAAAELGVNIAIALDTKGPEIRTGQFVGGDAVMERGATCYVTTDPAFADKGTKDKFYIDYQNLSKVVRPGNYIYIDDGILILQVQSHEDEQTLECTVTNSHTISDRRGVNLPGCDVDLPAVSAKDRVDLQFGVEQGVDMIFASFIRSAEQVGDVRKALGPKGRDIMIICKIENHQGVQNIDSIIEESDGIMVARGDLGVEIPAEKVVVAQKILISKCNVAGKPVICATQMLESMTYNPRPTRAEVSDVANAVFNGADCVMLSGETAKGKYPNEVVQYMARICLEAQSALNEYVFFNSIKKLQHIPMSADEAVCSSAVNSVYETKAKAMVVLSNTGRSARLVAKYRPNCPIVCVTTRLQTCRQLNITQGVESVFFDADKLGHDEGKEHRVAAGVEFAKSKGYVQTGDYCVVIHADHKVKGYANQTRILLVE
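ATP generated from ADP (0.1 mM) and PEP (0.5 mM) by 0.1 nM LmPK over 1 h at room temperature (pH 7.2 imidazole buffer) was detected by coupled luciferase luminescence. Values were normalized to uninhibited and no-enzyme wells.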
AmpC inh no detg – AmpC beta-lactamase inhibition without detergent; hit rate 0.52% among 330,000; Potency, µM (top dose mostly 57.1 µM), inactives show at the top dose activity change, negative = inhibition, usual class: inhibitors; AmpC nitrocefin hydrolysis, absorbance 480 nm, 0.0001% Triton; P00811; AID 485341;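 also: potency is read from the fitted curve at half-maximal effect; plate controls were no compound for no effect and no enzyme for full effect; nearly all actives have a fitted effect of over 20% in size; some results filed as inactive show a strong effect at the top dose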
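20 mM phosphate pH 7.0 + 0.01% (detergent screen) or 0.0001% Triton X-100; 5.3 nM AmpC reagent; cpd preinc 15 min RT; nitrocefin (800 uM stock) to start; A480 q20 s × 4 min; Activity was normalised to no-enzyme and no-compound control wells.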
TbPYK inhibitor – inhibitors of Trypanosoma brucei pyruvate kinase. TbPYK enzyme, Kinase-Glo Plus ATP luminescence, 45 min. Potency, µM (titrated, usually from 76.8 µM), for the others: at the top dose activity, negative = inhibition, actives largely listed as inhibitors. hit rate 0.12% among 410,000. AID 624173; also: potency is read from the fitted curve at half-maximal effect; nearly all actives have a fitted effect of over 50% in size
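ADP (130 uM final) triggers the TbPYK reaction after compound addition; incubation is 45 min at room temperature. Kinase-Glo Plus is then added and luminescence imaged. Normalized data are fitted to concentration-effect curves.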
Sm TGR block – blocks Schistosoma mansoni thioredoxin glutathione reductase; Q962Y6; purified TGR, DTNB reduction, TNB absorbance 405 nm; Potency, µM (doses to about 114 µM), for the others: at the highest dose activity change, negative = inhibition, most hits filed as inhibitors; hit rate 3% among 360,000; AID 485364; also: potency is read from the fitted curve at half-maximal effect; nearly all actives have a fitted effect of over 60% in size
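First, TGR (20 nM dispensed) and NADPH were mixed with compound. Second, a 15 min room-temperature incubation followed. Third, further NADPH and then DTNB were added to start the reaction. Finally, TNB absorbance was monitored kinetically.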
An asterisk follows results filed as active; ? = inconclusive; . = no result given; [ ] = remark or other dose. Unless noted, calls follow the shape of the dose curve; as a rule, active = well fitted curve in the direction sought with a large enough effect; inconclusive = small, poorly fitted or top-dose-only effect, or another doubt; inactive = no such curve, though single readings can be large; an effect the other way counts as inactive or inconclusive. Unless noted, % is scaled to controls: 0 for no effect and ±100 for the full control effect.

A first look, 9 compounds:
SMILES	AmpC detergent	HCMV antiviral	AMA1 RON2 block	LmPK inhibitor	AmpC inh no detg	TbPYK inhibitor	Sm TGR block
CCC(=NCCCO)c1c(O)n(-c2ccc(OC)cc2)c(=O)[nH]c1=O	?	-18	14%	0%	-2%	2%	-4%
COc1ccc(-c2cc3c(=O)n(CC(=O)NCCCN4CCC(N5CCCCC5)CC4)nc(C)n3n2)cc1	1%	?	-11%	-1%	36%	-3%	-15%
O=S(=O)(c1ccccc1)N1CCN(C(=S)NCCc2ccccc2)CC1	-7%	-72*	-3%	3%	-27%	10%	11%
CCOC(=O)c1sc(=S)n(C)c1NC(=O)c1ccc(C(C)(C)C)cc1	1%	-73*	-13%	5%	-44%	-16%	3%
COc1ccc(/C(O)=C2/C(=O)C(=O)N(Cc3ccco3)C2c2cccs2)cc1 (stereo not drawn)	-4%	73	5%	5%	-25%	3%	2%
CCOc1ccc(S(=O)(=O)N2CCN=C2c2ccccc2)c(C)c1C	6%	-20	-15%	-1%	45%	-6%	5%
CCN(CC)CCNC(=O)CCn1c(=O)c2cccn2c2cccnc21	-10%	1	.	.	.	3%	7%
O=c1cc(NCc2ccccc2)c2ccccc2o1	-13%	-13	8%	9%	-24%	3%	-6%
CC(C)(C)c1cc(-c2nc(N)nc(N)n2)cc(C(C)(C)C)c1	?	?	3%	0%	-2%	-6%	-9%

Main list, repeating the preview:
SMILES	AmpC detergent	HCMV antiviral	AMA1 RON2 block	LmPK inhibitor	AmpC inh no detg	TbPYK inhibitor	Sm TGR block
CCC(=NCCCO)c1c(O)n(-c2ccc(OC)cc2)c(=O)[nH]c1=O	?	-18	14%	0%	-2%	2%	-4%
COc1ccc(-c2cc3c(=O)n(CC(=O)NCCCN4CCC(N5CCCCC5)CC4)nc(C)n3n2)cc1	1%	?	-11%	-1%	36%	-3%	-15%
O=S(=O)(c1ccccc1)N1CCN(C(=S)NCCc2ccccc2)CC1	-7%	-72*	-3%	3%	-27%	10%	11%
CCOC(=O)c1sc(=S)n(C)c1NC(=O)c1ccc(C(C)(C)C)cc1	1%	-73*	-13%	5%	-44%	-16%	3%
COc1ccc(/C(O)=C2/C(=O)C(=O)N(Cc3ccco3)C2c2cccs2)cc1 (stereo not drawn)	-4%	73	5%	5%	-25%	3%	2%
CCOc1ccc(S(=O)(=O)N2CCN=C2c2ccccc2)c(C)c1C	6%	-20	-15%	-1%	45%	-6%	5%
CCN(CC)CCNC(=O)CCn1c(=O)c2cccn2c2cccnc21	-10%	1	.	.	.	3%	7%
O=c1cc(NCc2ccccc2)c2ccccc2o1	-13%	-13	8%	9%	-24%	3%	-6%
CC(C)(C)c1cc(-c2nc(N)nc(N)n2)cc(C(C)(C)C)c1	?	?	3%	0%	-2%	-6%	-9%
O=C(CNS(=O)(=O)c1ccc(Br)s1)N1CCC(N2CCCCC2)CC1	1%	11	11%	-2%	-29%	7%	1%
COc1ccccc1-c1cc(C(F)(F)F)nc(N2CCCCC2)n1	0%	-17	27%	5%	-26%	4%	-19%
O=C1c2ccccc2C(=O)N1CCc1nc2ccccc2c(=O)n1CCCn1ccnc1	?	10	-5%	5%	22%	3%	0%
CN(C)CCCN(C(=O)c1ccc(S(=O)(=O)N2CCCCCC2)cc1)c1nc2c(F)cc(F)cc2s1	?	-1	-3%	.	49%	-5%	-2%
Cc1nc2ccc(NC(=O)C(F)(F)F)cc2o1	-13%	11	10%	0%	0%	3%	-24%
Cc1oc(-c2ccccc2F)nc1CS(=O)(=O)CC(=O)NCCCN1CCc2ccccc2C1	?	-28	-9%	-1%	62%[activator]	-1%	-10%
O=C(OCCN=C1NS(=O)(=O)c2ccccc21)C1CC(=O)N(c2ccc(Cl)cc2)C1 (stereo not drawn)	-3%	-37	-9%	-2%	-8%	-8%	-23%
O=C(Nc1ccc(Br)cc1)c1cccc(S(=O)(=O)N2CCc3ccccc32)c1	1%	-61*	.	.	.	-1%	1%
O=C(CSc1nc(Cc2ccccc2)nc2ccccc12)Nc1ccc2c(c1)OCCO2	-14%	?	46%[activator]	2%	-38%	0%	-7%
NC(=O)c1c(NC(=O)Cc2ccccc2)sc2c1CCN(Cc1ccccc1)C2	-5%	-32	-3%	4%	23%	-1%	2%
CCCCCn1c(=O)[nH]c2cc(C(=O)N3CCN(c4cc(Cl)ccc4C)CC3)ccc2c1=O	?	-10	.	.	.	-2%	-2%
CC(=O)N1CCc2cc(Br)cc(S(=O)(=O)CCC(=O)N3CCN(c4cccc(C)c4C)CC3)c21	2%	?	.	.	.	-17%	3%
O=C(CC1Nc2ccccc2NC1=O)Nc1ccc2c(c1)OCO2 (stereo not drawn)	-4%	56	11%	-3%	-16%	-2%	60%[activator]
Cc1cc(NC(=O)CN2C(=O)NC(C)(c3ccc(Cl)cc3)C2=O)no1 (stereo not drawn)	8%	18	-6%	1%	-3%	1%	-3%
CCCCNC(=O)CSc1nc2cc3c(cc2c(=O)n1CCCC(=O)NCc1ccc(OC)cc1)OCO3	0%	-12	.	.	.	-6%	6%
CC(C)Oc1ccc(/C=N/NC(=O)C(CSCc2ccccc2)NC(=O)c2ccc([N+](=O)[O-])cc2)cc1 (stereo not drawn)	-4%	.	5%	7%	-35%	1%	-12%
Going on with the list.
SMILES	AmpC detergent	HCMV antiviral	AMA1 RON2 block	LmPK inhibitor	AmpC inh no detg	TbPYK inhibitor	Sm TGR block
Cc1ccc(-n2ccnc(NCc3cccs3)c2=O)cc1C	10%	-2	.	.	.	3%	-32%
CCn1nnc(NC(=O)c2ccc(-c3ccc(Cl)cc3)o2)n1	-1%	39	7%	3%	-8%	1%	22µM*
COC(=O)c1cccc(N=Cc2c(O)n(Cc3ccc(F)cc3)c(=O)[nH]c2=O)c1	4%	-14	-3%	0%	-2%	-8%	-33%
CCCCOC(=O)CSC(=S)N(C)Cc1cccs1	?	-19	36%[activator]	-1%	-28%	-3%	-6%
Cc1ccccc1NC(=O)CSc1nc(=O)n(CCN2CCOCC2)c2c1CCC2	3%	-38	.	.	.	3%	53%[activator]
COc1ccccc1NC(=O)COC(=O)/C=C/c1ccccc1[N+](=O)[O-]	-4%	50	-16%	2%	-20%	0%	5%
Cc1ccc(S(=O)(=O)N2CCN(C(=O)c3cccs3)CC2)c(C)c1	1%	-19	2%	4%[11.5 µM]	-3%	-1%	-2%
C/C(=N\NC(=O)c1ccc2c(c1)OCO2)c1ccc(NS(C)(=O)=O)cc1	.	48	20%	.	.	-3%	.
COc1cccc(C(C(=O)NC2CCCCC2)N(C(=O)CNC(=O)c2ccco2)c2cccnc2)c1 (stereo not drawn)	4%	14	-4%	-1%	-6%	6%	6%
CN(CCCNC(=O)C1CCC(=O)N1Cc1ccccc1Cl)c1ccccc1 (stereo not drawn)	?	7	2%	1%	109%[activator]	0%	-22%
Cc1ccc(Nc2c(-c3ccc(C)cc3)nc3cnccn23)cc1	9%	31	.	.	.	5%	-3%
COc1cc(NC(=O)CCCl)cc(-n2cnnn2)c1	-9%	-37	0%	1%	-21%	-1%	.
Cc1c(O)ccc(/C(Cc2ccc3ccccc3n2)=N\O)c1O	3%	2	21%	4%	-50%	-1%	8%
COc1ccc(Cc2nc3ccc(C(=O)N(C)CCc4cnn(C)c4)cc3o2)cc1OC	-8%	-19	7%	-1%	42%	-7%	0%
CCC(C)[C@H]1COCCS(=O)(=O)N1Cc1ccccc1 (stereo partly drawn)	?	-8	0%	-3%	24%	-1%	-26%
CN(Cc1ccccc1)C(=O)c1ccccc1NC(=O)C1=CSCCO1	-7%	-25	8%	1%	-3%	0%	-15%
C[C@@H](C(=O)Nc1ccc(SC(F)F)cc1)N1C(=O)C2CCCCC2C1=O (stereo partly drawn)	.	-9	-10%	.	-12%	-3%	.
CCOP(=O)(OCC)/C(=C/N1CCCCC1)NC(=O)c1ccccc1	3%	-21	12%	-4%	-14%	2%	-5%
COc1ccc(-c2cc(C(=O)NCCCN3CCOCC3)c3cc(C(C)C)ccc3n2)cc1	-4%	0	8%	-2%	170%[activator]	0%	-1%
CCOc1ccc(CCN2C(=O)C(=O)N([C@@H](Cc3ccccc3)CN3CCC[C@H]3CN3C(=O)C(=O)NC[C@@H]3Cc3ccc(O)cc3)C[C@@H]2CC(C)C)cc1	.	-35	-1%	.	.	5%	.
COC(=O)c1ccc(NC(=O)CCn2cnnn2)cc1	7%	-18	.	.	.	1%	8%
CCC1CN(C(=O)N2CCC(C(=O)NCCOC)CC2)c2ccccc2O1 (stereo not drawn)	23%	-6	.	.	.	0%	2%
CCCC/C(C)=N/NC(=O)c1cn(-c2ccccc2)nc1-c1ccccc1	?	-38	85%[activator]	1%	-27%	1%	-15%
CCN1C(=O)[C@H]2[C@@H](c3ccc(-c4ccc(OC)cc4)c(OC)c3)N3CCCC[C@@]3(C(=O)OC)[C@H]2C1=O	-2%	9	-6%	.	146%[activator]	5%	-20%
CC(C)(C)c1ccc(C(=O)N2CCC2(C)C(=O)NCc2cccc3ccccc23)cc1 (stereo not drawn)	.	-19	-10%	.	.	4%	.
COc1ccc(CC(=O)Nc2ccc(C(=O)NC(C)(C)C)cc2)cc1OC	5%	3	2%	1%	-5%	0%	.
COc1cccc(N2CCN(C(=O)c3ccc(Cl)c(NC4=NC5CS(=O)(=O)CC5S4)c3)CC2)c1 (stereo not drawn)	0%	-11	-2%	10%	35%	0%	-9%
CCOC(=O)C1(Cc2ccccc2C(F)(F)F)CCN(CC(O)CO)CC1 (stereo not drawn)	4%	-30	-3%	0%	14%	-3%	6%
CCC1CCCCN1Cc1nc2ccccc2c(=O)n1CC(C)=O (stereo not drawn)	5%	-22	6%	3%	10%	3%	10%
Cc1ccc(-c2nnn(CC(=O)NC3CCN(Cc4ccccc4)CC3)n2)cc1	6%	-6	13%	4%	-2%	4%	-2%

Compound activity deposited in PubChem BioAssay by National Center for Advancing Translational Sciences (NCATS).

Random draw from the library (roughly 7.4% active in at least one column).
